# Source: PubChem (National Center for Advancing Translational Sciences (NCATS))
# p53 reactivator: restores transcriptional activity of mutant p53; 0.063% of 320,000 active; Potency, µM (doses to about 92.2 µM), without a hit: top-dose activity change, positive = activation, hits mostly activators; H1299 p53-A138V BP100-luciferase reporter, luminescence, 24 h; AID 504706; further: potency means the concentration at half of the fitted maximal effect; % of control where 0% means no effect; nearly all actives have a fitted effect of over 45% in size
#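 p53-null H1299 cells stably carrying temperature-sensitive p53-A138V and a BP100-luciferase reporter were pinned with compounds (4-point, 1:5 series) and held 24 hrs at 37 deg C. Luminescence was read 10 min after detection reagent.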
# Giardia kill: Giardia lamblia killing; 0.15% of 340,000 active; Giardia lamblia trophozoite viability; activity change, % at 7.66 µM, hits read low; in the data active means activity change below about -80%; inconclusive means between about -30% and that limit;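 further: parasites exposed to compound for two days anaerobically before the ATP read; on the % scale 0 is the no-effect control and ±100 the full control effect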
#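 Trophozoites 100 cells/well + cpd; 48 hrs, 37 deg C, anaerobic. ATPLite 1-Step added, 15-30 min RT, luminescence read (ATP-based viability).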
# PKM2 activator: increases activity of human pyruvate kinase M2; purified PKM2, Kinase-Glo ATP luminescence, activation; response scale: 0% is enzyme alone, no compound; Potency, µM (titrated, usually from 57.5 µM), for the others: at the highest dose activation, actives largely listed as activators; 0.34% of 260,000 active; further: potency means the concentration at half of the fitted maximal effect; on the % scale 0 is the no-effect control and ±100 the full control effect; nearly all actives have a fitted effect of over 55% in size
# Target sequence (P14618 whole entry, looked up): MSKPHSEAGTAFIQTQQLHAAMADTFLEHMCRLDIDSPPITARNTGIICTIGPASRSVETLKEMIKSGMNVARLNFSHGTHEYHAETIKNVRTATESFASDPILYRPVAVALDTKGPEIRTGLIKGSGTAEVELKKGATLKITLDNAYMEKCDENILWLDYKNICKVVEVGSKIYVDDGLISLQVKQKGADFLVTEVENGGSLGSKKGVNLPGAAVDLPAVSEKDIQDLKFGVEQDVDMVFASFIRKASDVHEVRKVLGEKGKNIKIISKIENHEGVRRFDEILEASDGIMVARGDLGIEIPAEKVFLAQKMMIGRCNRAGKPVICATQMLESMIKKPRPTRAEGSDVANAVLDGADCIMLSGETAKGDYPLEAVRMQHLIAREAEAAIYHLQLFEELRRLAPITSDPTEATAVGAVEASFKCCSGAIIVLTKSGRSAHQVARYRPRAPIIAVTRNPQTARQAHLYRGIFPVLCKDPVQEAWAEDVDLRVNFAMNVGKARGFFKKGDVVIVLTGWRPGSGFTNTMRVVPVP
#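 hPK-M2, >95% pure; 0.1 mM ADP / 0.5 mM PEP final; imidazole pH7.2 buffer w/ 7 mM MgCl2, 50 mM KCl; 1 h RT; Kinase-Glo lum. Intermediate enzyme activity for dual inhibitor/activator qHTS.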
# FLuc counter: inhibits or activates purified firefly luciferase, miR-21 counter-screen; 6.9% of 360,000 active; Potency, µM (top dose mostly 57.5 µM), without a hit: at the top dose activity change, negative = inhibition, usual class: inhibitors; AID 588342; purified FLuc, Km substrates, luminescence inhibition; P08659;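 further: potency means the concentration at half of the fitted maximal effect; plate controls were vehicle for no effect and reference inhibitor for full effect; nearly all actives have a fitted effect of over 55% in size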
# Target sequence (P08659 whole entry, looked up): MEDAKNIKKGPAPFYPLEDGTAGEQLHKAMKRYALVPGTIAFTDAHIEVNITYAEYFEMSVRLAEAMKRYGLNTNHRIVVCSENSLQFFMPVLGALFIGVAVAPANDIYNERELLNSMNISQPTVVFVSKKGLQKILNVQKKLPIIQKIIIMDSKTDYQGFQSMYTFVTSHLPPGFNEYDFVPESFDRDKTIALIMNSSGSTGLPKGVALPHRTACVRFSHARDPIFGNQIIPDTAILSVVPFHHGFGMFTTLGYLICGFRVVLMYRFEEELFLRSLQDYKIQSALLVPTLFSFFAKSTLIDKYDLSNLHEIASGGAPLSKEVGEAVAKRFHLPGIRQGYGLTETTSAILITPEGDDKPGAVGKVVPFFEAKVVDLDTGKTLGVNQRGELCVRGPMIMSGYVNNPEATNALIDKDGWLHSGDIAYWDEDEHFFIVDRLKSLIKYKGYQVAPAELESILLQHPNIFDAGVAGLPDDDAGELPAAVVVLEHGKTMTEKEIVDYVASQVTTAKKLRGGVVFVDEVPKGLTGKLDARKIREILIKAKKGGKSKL
#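 Purified P. pyralis luciferase, 10 nM final, with Km-level 10 uM D-luciferin and 10 uM ATP in 50 mM Tris acetate pH 7.5, 10 mM Mg acetate, 0.01% Tween-20, 0.05% BSA; 6-point qHTS titration about 60 µM downward; luminescence read.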
# Rab9 prom act: Rab9 promoter activation; Huh7 Rab9 promoter-luciferase reporter, luminescence, 24 h; Potency, µM (titrated, usually from 9.22 µM), for the others: top-dose activation, negative = inhibition, usual class: activators; 2.8% of 320,000 active; AID 485297; further: potency means the concentration at half of the fitted maximal effect; % of control where 0% means no effect; nearly all actives have a fitted effect of over 60% in size
#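 Quantitative HTS format; Huh7 Rab9-luciferase reporter cells (1500/well) receive compound 2 h post-plating, incubate 24 h at 37 °C, then get luciferase reagent for 10 min before luminescence reading.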
# Menin MLL FP TR: displaces Texas Red mutant MLL peptide from human menin; O00255; Potency, µM (highest dose often 61.6 µM), without a hit: at the top dose FP activity change, negative = inhibition, hits mostly inhibitors; Menin + Texas Red MLL mutant peptide, fluorescence polarization; 0.23% of 270,000 active; active means well fitted inhibition curve with a large enough effect in the polarisation, with a control signal flat, not every such curve was filed as active; inconclusive means small, poorly fitted or top-dose-only effect, or effect the other way, or a change in a side signal; inactive means no such curve, though single readings can be large or run the other way; the % refers to the polarisation; further: potency means the concentration at half of the fitted maximal effect; % of control where 0% means no effect; many of its hits are not listed in these tables
# VP16 counter: inhibits Gal4-VP16 luciferase reporter, ROR gamma counter-screen. AID 2546. 3.5% of 310,000 active. Potency, µM (doses to about 53.6 µM), for the others: top-dose activity, negative = inhibition, usual class: inhibitors. Drosophila S2 Gal4-VP16 UAS-luciferase, luminescence, 20 h;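 further: Gal4-VP16 expression switched on by copper sulfate through the metallothionein promoter; potency means the concentration at half of the fitted maximal effect; on the % scale 0 is the no-effect control and ±100 the full control effect; nearly all actives have a fitted effect of over 50% in size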
# ELG1 genotox: inducers of genotoxicity in HEK293T ELG1-luciferase cells | HEK293T ELG1-luciferase reporter, luminescence, 16 h | Potency, µM (series often up to 46 µM), inactives show at the top dose activity change, positive = activation, usual class: activators | 1.3% of 330,000 active | AID 504466; further: potency means the concentration at half of the fitted maximal effect; % of control where 0% means no effect; nearly all actives have a fitted effect of over 60% in size
#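 Genotoxic stress is detected as increased luminescence from luciferase-tagged ELG1 in HEK293T cells, measured with ONE-Glo after a 16 hr treatment at 37 °C.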
# BRCA1 expr act: increases BRCA1 expression | MCF7-BRCA1-FFLuc reporter, luminescence, 48 h; response scale: scaled: vehicle 0%, 10 µM genistein 100% | Potency, µM (top dose mostly 46.1 µM), inactives show at the top dose activation, hits mostly activators | 1.1% of 380,000 active | AID 624202; further: potency means the concentration at half of the fitted maximal effect; nearly all actives have a fitted effect of over 80% in size; some results filed as inactive show a strong effect at the top dose
#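 MCF7-BRCA1-FFLuc, 2000 cells/well; 2 h attach, 37 °C/5% CO2; compound 48 h; luciferase substrate 15 min; luminescence end-point. Norm. to genistein 10 microM max activation and DMSO; concentration-response curves fitted.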
# NPC1 prom act: activators of NPC1 promoter; Potency, µM (titrated, usually from 9.22 µM), for the others: at the highest dose activation, actives largely listed as activators; 2.4% of 320,000 active; Huh7 NPC1 promoter luciferase reporter, 24 h;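 further: potency means the concentration at half of the fitted maximal effect; % of control where 0% means no effect; nearly all actives have a fitted effect of over 60% in size; reporter is driven by a mutant NPC1 promoter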
#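 Compounds in DMSO were transferred onto Huh7 NPC1-luciferase reporter cells pre-incubated 2 h; after 24 h at 37 °C, Amplite reagent was dispensed and luminescence recorded 10 min later.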
# RORg inh: ROR gamma (mouse) transcription inhibition; Drosophila S2 Gal4-RORgamma UAS-luciferase reporter, 20 h; AID 2551; 5.4% of 310,000 active; P51450; Potency, µM (titrated, usually from 53.6 µM), inactives show top-dose activity change, negative = inhibition, actives largely listed as inhibitors; further: potency means the concentration at half of the fitted maximal effect; on the % scale 0 is the no-effect control and ±100 the full control effect; nearly all actives have a fitted effect of over 60% in size
#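 A Gal4/UAS one-hybrid system in insect cells: metallothionein-promoter Gal4–ROR gamma fusion plus Photinus luciferase reporter. Copper sulfate 700 uM final, 20 hr ambient incubation, luminescent detection after 10 min with reagent.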
# An asterisk follows results filed as active; u = inconclusive; x = not tested or not shown; & = joins results of further samples; [ ] = dose if it differs, or a comment. Unless noted, the call rests on the fitted dose curve; in most records, active means well fitted curve in the direction sought with a large enough effect; inconclusive means small, poorly fitted or top-dose-only effect, or another doubt; inactive means no such curve, though single readings can be large; an effect the other way counts as inactive or inconclusive.
SMILES,p53 reactivator,Giardia kill,PKM2 activator,FLuc counter,Rab9 prom act,Menin MLL FP TR,VP16 counter,ELG1 genotox,BRCA1 expr act,NPC1 prom act,RORg inh
CCC(C)NC(=O)c1ccc(C(=O)c2ccccc2)cc1 (configuration not stated),-1%,-14,-6%,u,u,-4%,1%,1%,u,7%,42%
Cc1ccccc1C(=O)N1CCC(C(=O)N(CC(C)C)c2c(N)n(CC(C)C)c(=O)[nH]c2=O)CC1,3%,6,x,-2%,-4%,x,x,0%,30%,0%,x
COc1ccc(N2CCN(c3nc(Cl)nc(Nc4ccc(F)cc4)n3)CC2)cc1,-11%,12,-4%,1%,-4%,9%,-12%,0%,-60%,1%,u
O=[N+]([O-])c1ccc(N/N=C/c2cn(Cc3ccc(F)cc3)c3ccccc23)nc1,1%,10,4%,-4%,3%,u,6.3µM*,7%,-39%,1%,u
Cc1ccccc1OCC(=O)Nc1nnc(C2CCCCC2)s1,3%,32[activator],-5%,0%,-10%,x,-12%,-1%,11%,3%,-45%
COc1ccc(NS(=O)(=O)c2cccc(C(=O)N(C)Cc3cccs3)c2)cc1,-1%,-20,x,2%,0%,x,x,-1%,-40%,5%,x
C=CCNC(=S)Nc1cccc(NC(=S)NCC=C)c1,2%,8,14%,-1%,0%,10%,u,-1%,41%,-2%,7.9µM*
COc1ccc(-n2cnnc2SCC(=O)Nc2ccc(C(N)=O)cc2)cc1,5%,10,-1%,0%,-3%,1%,-16%,11%,13%,3%,-13%
O=c1[nH][nH]c(-c2ccccc2O)c1C(C[N+](=O)[O-])c1ccc(Br)cc1 (configuration not stated),-31%[inhibitor],19,0%,-4%,2%,u,u,11%,-64%,5%,u
COc1ccc(/C=C(/C#N)c2cccnc2)cc1OC,1%,-18,0%,-8%,0%,16%,-9%,14%,0%,-1%,17%
Cc1nc2c(-c3ccc(F)cc3)c(C)nn2c(C)c1CCC(=O)NCc1ccco1,6%,-5,2%,1%,-5%,-5%,16%,-2%,7%,0%,22%
Cc1ccc2cc(C(c3nnnn3C3CCCC3)N3CCN(c4ccccc4)CC3)c(=O)[nH]c2c1 (configuration not stated),1%,-5,-2%,2%,-2%,11%,0%,-5%,4%[1.84 µM],0%,-2%
O=S(=O)(Nc1ccon1)c1ccc(Br)cc1,7%,12,0%,-2%,2%,x,0%,0%,24%,0%,-25%
COc1cccc(C#Cc2c(CO)[nH]c3ccccc23)c1,u,-11,x,u,3%,x,x,0%,-23%,1%,x
C/C(=N\O)c1ccco1,4%,15,x,-1%,-1%,x,x,2%,0%,-5%,x
O=C(NCC1CCCCC1)c1ccc(F)c(S(=O)(=O)N2CCOCC2)c1,5%,-19,x,x,-7%,x,x,0%,-29%,0%,x
CC1(C)CC(=O)N(c2ccc(Cl)cc2Cl)C(=O)C1,18%,4,x,-16%,4%,30%,-5%,0%,0%,0%,7%
CC(=O)Nc1cccc(-n2c(=O)n(Cc3ccccc3)c(=O)c3[nH]cnc32)c1,7%,-5,x,-3%,1%,9%,3%,5%,4%,0%,36%
COc1ccc(NC(=O)c2ccc(NC(=O)CN(C)CC(=O)Nc3c(C)cccc3C)cc2)cc1,-1%,-16,-6%,-17%,0%,x,-5%,-5%,0%,0%,7%
COc1ccccc1N1CCN(C(=O)c2cccc3c(=O)c(C)c(-c4ccccc4)oc23)CC1,-21%,22,3%,0%,3%,-16%,-1%,-10%,-45%,-4%,u
CCOc1cccc(C(=O)Nc2ccc3ccccc3c2)c1,8%,u,1%,0.48µM*,0.56µM*,-26%,u,0.46µM*,-22%,2.2µM*,u
CCN(CC)c1ccc2c(Cl)c(Br)c(=O)oc2c1,-7%,-6,2%,u,16%,x,4µM*,-13%,-104%[inhibitor],-15%,u
Cc1ncn(-c2ccccc2)c1-c1ccccc1,-10%,-3,x,0%,-5%,x,x,0%,7%,1%,x
CCc1ccc(C(=O)N2CCCC2)s1,10%,-12,-4%,-8%,2%,-13%,-12%[0.365 µM],20%,15%,8%,6%
COc1ccc(CC(=O)Nc2c3c(nn2-c2cccc(C)c2C)CS(=O)(=O)C3)cc1,-5%,-10,-8%,3%,-7%,10%,2%,-1%,-17%,-3%,-16%
O=C1CC[C@@H](C(=O)N2CSC[C@H]2C(=O)O)N1,x,0,1%,2%,-3%,4%&-15%,-2%&-8%,x,12%,3%,27%&3%
COC(=O)c1ccc(COc2cccc3c2CCN(Cc2cccc(C)c2)C3=O)o1,18%,-2,u,3%,-8%,10%,u,5%,-25%,-10%,225%
Cc1ccc(/C=N\NC(=O)c2cc([N+](=O)[O-])cc([N+](=O)[O-])c2)o1,2%,2,-3%,0%,-3%,4%,u,-3%,11%,-1%,2.5µM*
Fc1ccccc1-n1cc(-c2ccccc2)[nH]c1=S,4%,3,-6%,-21%,22%,1%,16µM*,7%,-11%,5%,2.5µM*
Cc1cccc(NC(=O)C2CCN(c3ncnc4c3nc3n4CCCCC3)CC2)n1,7%,-16,x,-2%,5%,-16%,-18%,-3%[9.26 µM],7%,-6%,u
O=C(CSc1ncn[nH]1)N1CCOCC1,0%,-4,-11%,0%,-4%,-3%,-6%,0%,0%,-1%,2%
CC(C)Oc1cccc(C(=O)NC(=S)Nc2cccc(C(F)(F)F)c2)c1,7%,-1,1%,-10%,8%,51%[activator],u,-9%,-1%,-7%,6.3µM*
CCOc1ccc(S(=O)(=O)NCc2ccc3c(c2)OCO3)cc1NC(C)=O,-6%,-18,-17%[11.5 µM],0%,-3%,-11%,-5%,-3%,-2%,4%,4%
CCN(CC)C(=O)C(C)N(C#N)c1nc(NC(C)C)nc(NC(C)C)n1 (configuration not stated),-1%,9,-2%,-1%,-2%,1%,1%,5%,-1%,-2%,1%
COc1ccc(C(=O)NC(NC(=O)c2ccc(OC)cc2)c2ccccc2F)cc1,-12%,-15,-2%,1%,1%,u,-2%,u,-15%,-1%,17%
CC(C)c1cccc(C(C)C)c1NC(=O)Cn1c(=O)cnc2ccccc21,0%,9,6%,5%,-4%,5%,-1%,-2%,-9%,0%,-6%
CC(C)(C)c1[nH]nc2c1C(Cc1ccccc1)C(C#N)=C(N)O2 (configuration not stated),u,4,1%,-1%,-5%,0%,-6%,-3%,-34%,-2%,2%
CC(C)CC1=NN2C(=N)/C(=C\c3coc4ccccc4c3=O)C(=O)N=C2S1,11%,-19,-4%,u,1%,35%[activator],19%,4%,17%,-3%,6%
CC(C)=CCCC1=CCC(/C=N/NC(N)=O)C(C)C1 (configuration not stated),-9%,13,-1%,4%,-2%,-12%,u,-1%,-2%,-3%,40%
COc1ccc(N=Cc2cccc(C)c2O)cc1Cl,-30%[inhibitor],22,1%,27µM*,10%,3%,3%,2%,-33%,-4%,36%
COc1ccc(C(=O)N2CCCCC2)cc1S(=O)(=O)Nc1ccccc1,-1%,7,-8%,-8%,5%,x,5%,-4%,21%,1%,-14%
CCCn1nc(C(=O)NCCN2CCOCC2)c2ccccc2c1=O,-3%,-13,-5%,0%[2.3 µM],-5%,7%,7%,0%,4%,1%,-3%
S=C(c1ccc2c(c1)OCO2)N1CCCCCC1,4%,12,-5%,-1%,-2%,-12%,0%,-1%,2%,-4%,-15%
CCOC(=O)c1ccc(NC(=O)CSc2nc3sc(C(=O)O)c(C)c3c(=O)[nH]2)cc1,1%,u,-22%,17µM*,u,5%,3%,3%,19%,-3%,30%
CCOC(=O)c1ccc(N2C(=O)C3C(/C=C/c4ccccc4)OC4(C(=O)c5ccccc5C4=O)C3C2=O)cc1 (configuration not stated),3%,-9,-4%,3%,3%,-29%,-16%,-1%,0%,0%,24%
COc1ccc(OC)c2[nH]c(=O)c(CCNC(=O)c3cccs3)cc12,-3%,-20,2%,-2%,-10%,17%,-4%,-9%,27%,-3%,16%
CCCN(CCC)Cc1c(C(=O)N/N=C/c2ccncc2)nnn1-c1nonc1N,17%,-19,x,5%,-9%,7%,-2%,-2%,-31%,-4%,0%
COc1ccc(CCNC(=O)C2CC(=O)N(c3ccc(C)cc3)C2)cc1 (configuration not stated),-1%,-9,-9%,2%,7%,-1%,-9%,9%,-1%,-3%,-25%
O=c1[nH]c2ccccc2nc1/C=C/c1ccccc1,8%,u,-8%,1.9µM*,1.8µM*,u,-8%,u,4µM*,4µM*,-1%
CC1(CC(=O)N/N=C/c2ccc(OCc3ccc(Cl)cc3Cl)cc2)OCCCO1,4%,-12,-9%,u,17%,u,u,-1%,68%,8%,u
CCN(CC)S(=O)(=O)c1ccc(OC)c(NC(=O)CSc2cc(Cl)ccc2Cl)c1,-8%,5,1%,-1%,-12%,0%,-13%,-4%,3%,-2%,15%

# Some of the compounds tested (hit frequency here may not be typical).
